Screening results deposited in PubChem BioAssay by National Center for Advancing Translational Sciences (NCATS).
RXFP1 antagonist = RXFP1 (human) relaxin receptor antagonism. Q9HBX9. HEK293-RXFP1, relaxin-stimulated cAMP HTRF, 30 min; active compounds read low. activity change, negative = inhibition, % at 57.5 µM. hit rate 0.59% among 350,000. AID 1259400;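 active means activity change of -60% or lower, but not beyond a set lower limit; inconclusive means change between -60% and -40%, or beyond the set limit; inactive means change above -40%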; further: on the % scale 0 is the no-effect control and ±100 the full control effect
D1 potentiator = human D1 dopamine receptor positive modulation. AID 504651. HEK293 TREx D1 cells, calcium flux, dopamine EC20 potentiation. P21728. hit rate 0.036% among 360,000. potentiation, % at 10 µM; in the data active means potentiation above about 30%; further: 0% is about no effect
Target sequence (P21728 whole entry, looked up): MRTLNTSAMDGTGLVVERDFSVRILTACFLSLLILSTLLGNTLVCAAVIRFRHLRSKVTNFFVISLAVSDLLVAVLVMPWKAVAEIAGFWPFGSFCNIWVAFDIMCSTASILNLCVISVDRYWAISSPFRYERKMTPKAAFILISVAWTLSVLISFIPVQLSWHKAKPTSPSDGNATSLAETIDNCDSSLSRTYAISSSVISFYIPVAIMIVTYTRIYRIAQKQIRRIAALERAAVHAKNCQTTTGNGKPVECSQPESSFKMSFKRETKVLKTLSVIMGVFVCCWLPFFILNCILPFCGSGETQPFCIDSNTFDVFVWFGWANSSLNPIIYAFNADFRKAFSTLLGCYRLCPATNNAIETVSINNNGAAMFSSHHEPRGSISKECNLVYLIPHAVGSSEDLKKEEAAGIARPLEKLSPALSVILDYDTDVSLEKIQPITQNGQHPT
D2 potentiator = D2 dopamine receptor (human) potentiation; hit rate 0.34% among 340,000; P14416; HEK293 T-REx D2, calcium flux, EC20 dopamine potentiation; AID 485347; potentiation, % at 10 µM;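 active means potentiation over 3 SD above the plate norm, cut at about 30% in these data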; further: 0% is about no effect
Target sequence (P14416 whole entry, looked up): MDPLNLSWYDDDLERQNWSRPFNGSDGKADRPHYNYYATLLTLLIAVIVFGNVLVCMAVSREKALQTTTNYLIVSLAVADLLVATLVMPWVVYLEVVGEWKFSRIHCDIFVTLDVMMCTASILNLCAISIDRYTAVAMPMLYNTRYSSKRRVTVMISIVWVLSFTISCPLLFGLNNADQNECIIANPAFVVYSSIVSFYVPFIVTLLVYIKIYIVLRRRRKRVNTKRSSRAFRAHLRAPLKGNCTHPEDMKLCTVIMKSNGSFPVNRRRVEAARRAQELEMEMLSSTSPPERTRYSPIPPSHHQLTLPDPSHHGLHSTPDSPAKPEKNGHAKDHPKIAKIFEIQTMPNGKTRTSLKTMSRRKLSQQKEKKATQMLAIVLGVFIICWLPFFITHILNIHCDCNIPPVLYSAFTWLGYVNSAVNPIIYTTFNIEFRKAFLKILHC
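Tetracycline-induced Hek293 Trex D2 cells, force-coupled to calcium, loaded with no-wash calcium dye. Compound added with 180 s kinetic read for agonism, then EC20 dopamine and a further 180 s read for potentiation.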
D2 agonist = D2 dopamine receptor (human) agonism; P14416; HEK293 T-REx D2 cells, calcium flux agonist mode; activation, % at 2 µM; hit rate 0.53% among 340,000; AID 485358;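 active means activation over 3 SD above normal in the single-dose calcium agonist read, cut at about 30% in these data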; further: 0% is about no effect
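Agonism scored from kinetic calcium signal (1 read/sec, 180 s) following compound pin transfer, after a 10 s baseline. Cells: HEK293 Trex line expressing inducible D2 receptor coupled to calcium, dye-loaded after overnight culture at 30 C.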
D1 antag = blocks dopamine activation of the human D1 receptor; P21728; HEK293 TREx D1 cells, calcium flux, dopamine EC80; active compounds read low; activity change, negative = inhibition, % at 10 µM; hit rate 3.2% among 360,000; in the data active means activity change below about -30%; further: on the % scale 0 is the no-effect control and ±100 the full control effect
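Tetracycline-induced HEK293 Trex D1 cells, force-coupled to calcium, dye-loaded; compounds added and read 180 s, then EC80 dopamine added and calcium flux tracked kinetically another 180 s.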
TRHR agonist = activates the human TRH receptor; TRHR cells, calcium flux fluo-8, FDSS agonist mode; activation, % at 2 µM; hit rate 0.18% among 360,000; AID 493084; further: 0% is about no effect
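In this calcium-flux screen, cells bearing human TRHR are dye-loaded with fluo-8, baselined for 10 cycles, then exposed to library compounds; positive kinetic calcium responses during the agonist phase mark hits, with TRH as control.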
D2 antagonist = antagonizes the human D2 dopamine receptor. HEK293 TREx D2 cells, calcium flux, dopamine EC80. hit rate 2% among 340,000. P14416. AID 485344. inhibition, % at 10 µM; in the data active means inhibition above about 30%; further: 0% is about no effect
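Measurement of antagonist activity uses fluorescent calcium dye in inducible HEK293 T-REx D2 cells: 10 s baseline, compound addition with 180 s read, EC80 dopamine addition with a further 180 s read.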
TRHR enhancer = allosteric enhancers of human TRH receptor; TRHR cells, fluo-8 calcium fluorescence, EC20 TRH enhancement; hit rate 0.66% among 360,000; enhancement, % at 2 µM; P34981; AID 493056; in the data active means enhancement above about 30%; further: 0% is about no effect
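Enhancer read-out: after compound pinning and an initial kinetic agonist-mode read, an EC20 of TRH (10 nM final) was injected and fluo-8 calcium signal (Ex 480/Em 530) followed at 1 s/cycle for 100 cycles in TRHR-expressing cells.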
D1 agonist = activates the human D1 dopamine receptor; activation, % at 2 µM; AID 504660; hit rate 1% among 360,000; HEK293 T-REx D1 cells, calcium flux, agonist mode; P21728; further: 0% is about no effect
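Agonism was scored from calcium flux recorded over 180 s (1 read/s) after pintool compound addition, following a 10-cycle baseline. Cells were inducible force-coupled HEK293 TREx D1, plated overnight at 30 C and loaded with no-wash calcium dye.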
The depositor's hits bear a star; ? = inconclusive; · = no result given; & = joins results of further samples. Unless noted, no stated cut-off is given here; in the data, active means activation above about 30%; inactive means the rest.

compound	RXFP1 antagonist	D1 potentiator	D2 potentiator	D2 agonist	D1 antag	TRHR agonist	D2 antagonist	TRHR enhancer	D1 agonist
COc1ccc(C2=Nn3c(nnc3-c3ccccn3)SC2)cc1OC	-3	0	14	1.7	-3	-0.7	-15	6	1
COc1ccc(C2c3[nH]c4ccccc4c3C[C@H]3C(=O)N(c4ccccc4C(=O)N4CCC[C@@H]4C(=O)O)C(=O)N23)cc1 (stereo partly drawn)	·	1	10	0.7	3	0.1	14	-5	3
CC(SCC(=O)Nc1ccccc1)c1nc2ccccc2c(=O)[nH]1 (stereo not drawn)	-15	-2	2	0.1	-28	0.4	-6	5	5
Oc1ccc(NCc2ccc(OCc3ccccc3Cl)cc2)cc1	-10	-4	8	-0.4	-4	-0.5	·	-2	-1
O=C(Oc1cccc([N+](=O)[O-])c1)c1ccc2c(=O)n3c(nc2c1)CCC3	0	0	10	-1.3	-4	-1.3	1	6	7
COc1ccc(C)cc1-n1nnc(-c2nc(-c3ccccc3Cl)no2)c1N	-11	-5	0	-0.6	-6	-1.5	·	13	7
O=C(NCc1csc(-c2cccs2)n1)c1cccc(Cl)c1	10	-7	3	0.7	-13	0.8	3	-9	12
Cc1ccc(-c2csc(N/N=C/c3ccco3)n2)cc1	-37	0	-5	-0.2	-9	-0.3	-6	0	-1
NC(=S)Nc1ccc(C(F)(F)F)cc1Cl	4	4	2	0.2	0	-0.7	-33	4	3
CCOc1cccc(C2c3c(oc4ccc(F)cc4c3=O)C(=O)N2CCOC)c1 (stereo not drawn)	8	-4	-3	0.0	-3	-0.2	·	1	0
COc1ccc(OC)c(/C=C2\SC(=S)N(N3CCOCC3)C2=O)c1	-27	-1	12	0.5	5	0.6	-5	-4	2
COC(=O)CCC(=O)NC(=S)Nc1ccc(S(=O)(=O)N2CCCC2)cc1	-4	0	-3	0.4	-12	-0.1	-6	-1	2
COc1ccc(-c2nnc(NC(=O)c3ccc4c(c3)OCCO4)o2)cc1	-2	-1	5	-1.6	-22	-0.7	0	0	8
O=C(Nc1cccc(F)c1)C1CCN(C(=O)c2ccc(Cl)cc2)CC1	-8	-13	-1	-1.8	-15	0.1	10	3	3
O=C(NNC(=O)c1ccc[nH]1)Nc1cc(Cl)cc(Cl)c1	-6	5	-4	0.2	13	0.6	-8	-19	0
O=C(CCn1c(=O)[nH]c2ccccc2c1=O)Nc1ccccc1	-6	-2	5	0.9	5	-0.1	2	0	1
Cc1ccc(NC(=O)c2ccccc2OCC(=O)c2ccc(F)cc2)cc1	·	-7	4	0.9	2	1.7	5	-3	9
CC(=O)c1cccc(NC(=O)C2CC(=O)N(CCc3ccccc3)C2)c1 (stereo not drawn)	8	0	-17	0.5	2	-3.5	-6	3	2
CC(C)C(CCNC1CCN(C)CC1)c1ccc(Cl)cc1 (stereo not drawn)	?	-11	2	-0.1	-21	0.9	8	-5	29
CCn1nc(C(=O)NNC(=O)c2cc(Cl)ccc2OC)c2ccccc2c1=O	-4	2	2	0.3	3	-0.4	-2	-7	0
O=C(CN(C(=O)CCC(=O)Nc1ccccn1)c1ccc(F)cc1)NCc1ccco1	4	·	-6	0.4	3	-1.5	26	-10	14
Cc1cccc(NC(=O)COC(=O)CSc2ccccc2)c1C	1	-5	-7	-0.1	6	0.4	7	-3	2
O=S(=O)(Nc1ccccn1)c1ccc(C2CCCCC2)cc1	-13	-3	1	-0.7	2	-0.5	5	5	4
N#CC1(NC(=O)COC(=O)c2nc(Cl)ccc2Cl)CCCCC1	-6	-7	-1	-0.6	-10	0.4	10	-1	3

One compound at a time (already shown). Screens in order: RXFP1 antagonist	D1 potentiator	D2 potentiator	D2 agonist	D1 antag	TRHR agonist	D2 antagonist	TRHR enhancer	D1 agonist
`N#CC1(NC(=O)COC(=O)c2nc(Cl)ccc2Cl)CCCCC1` is listed with -6	-7	-1	-0.6	-10	0.4	10	-1	3
`O=C(NNC(=O)c1ccc[nH]1)Nc1cc(Cl)cc(Cl)c1` is listed with -6	5	-4	0.2	13	0.6	-8	-19	0
`O=C(Nc1cccc(F)c1)C1CCN(C(=O)c2ccc(Cl)cc2)CC1` is listed with -8	-13	-1	-1.8	-15	0.1	10	3	3
`CC(C)C(CCNC1CCN(C)CC1)c1ccc(Cl)cc1` (stereo not drawn) is listed with ?	-11	2	-0.1	-21	0.9	8	-5	29
`Cc1cccc(NC(=O)COC(=O)CSc2ccccc2)c1C` is listed with 1	-5	-7	-0.1	6	0.4	7	-3	2

The listing continues.
compound	RXFP1 antagonist	D1 potentiator	D2 potentiator	D2 agonist	D1 antag	TRHR agonist	D2 antagonist	TRHR enhancer	D1 agonist
O=C(CSc1ccc2nnc(-c3cccnc3)n2n1)Nc1cccc(F)c1	2	-4	6	0.5	0	0.0	13	-4	1
CCOc1ccccc1NC(=O)N(C)CCc1c(C)nn(CC)c1C	·	1	13	0.3	-7	-2.0	·	3	1
CC1CCCCC1NC(=O)COC(=O)c1ccc2ccccc2n1 (stereo not drawn)	-4	0	5	1.3	-9	2.5	3	0	4
CCOC(=O)c1sc2ccccc2c1S(=O)(=O)Nc1cc(OC)ccc1OC	5	-7	0	0.6	-16	0.4	·	1	5
CC1CN(S(=O)(=O)c2ccc(C(=O)Nc3ccc(S(=O)(=O)N4CCOCC4)cc3)cc2)CC(C)O1 (stereo not drawn)	-12	6	5	0.4	-25	1.4	-10	8	4
CCOCCn1c(=NC(=O)c2ccc(S(=O)(=O)N3CCOCC3)cc2)sc2cc(S(N)(=O)=O)ccc21	-8	-2	6	0.4	-6	-0.3	-6	8	0
O=C(O)c1[nH]c2ccccc2c1NS(=O)(=O)c1ccc(F)cc1	-27	-6	12	-0.4	12	-0.7	0	20	5
COc1ccc2[nH]c(=O)c(CN(C(=O)c3ccco3)C3CCCCC3)cc2c1	-4	25	16	0.9	6	0.8	-5	1	1
O=C1c2ccccc2NC(c2cccc(O)c2)N1NS(=O)(=O)c1ccccc1 (stereo not drawn)	14	-5	-1	0.2	0	0.0	1	8	3
Nc1ccccc1OCCOc1ccccc1N	-7	4	3	-1.0	-4	-0.8	15	6	2
COc1cccc(CNC(=O)Cn2ccc3cc(S(=O)(=O)N4CCC(C)CC4)ccc32)c1	16&-9	0&2	11&-2	0.2&0.5	-2&8	0.5&0.6	4	3&1	3&4
CCN(CC)C(=O)CSc1nc2cc3c(cc2c(=O)n1CCCC(=O)NCc1ccc2c(c1)OCO2)OCO3	-15	-2	11	0.0	2	-0.8	·	0	1
COc1ccc(S(=O)(=O)N2CCC(C(=O)NCCc3ccccc3)CC2)cc1OC	10	-15	-2	0.9	-20	-0.5	10	1	0
CSC1=NCCN1C(=O)Cc1cccc2ccccc12	7	6	-3	0.3	-19	-0.7	4	4	2
NC(=O)C1CCN(C(=O)C2CCC(=O)N(C3CCCCCC3)C2)CC1 (stereo not drawn)	-9	7	-13	0.1	1	0.8	-6	-3	0
N#Cc1cccc(OC(=O)c2ccc3c(=O)n4c(nc3c2)CCC4)c1	-11	-6	-2	0.3	-19	-0.3	4	-2	3
Cc1ccc(-c2nc(-c3ccccn3)no2)cc1[N+](=O)[O-]	4	-8	-5	0.4	-1	-0.4	-2	1	4
CCOC(=O)c1c2c3c(cccc3[nH]c1=O)C(=O)c1ccccc1-2	-20	-10	10	3.4	-5	0.0	17	17	2
COc1cccc(NC(=O)C2CCCC2)c1	·	-1	12	0.6	-11	-0.1	-9	3	1
CS(=O)(=O)/C(C#N)=C/c1cccn1S(=O)(=O)c1ccccc1	4	-4	12	-0.5	-16	0.0	-26	0	3
Nn1cc(-c2ccccc2)nc1SCC(=O)N1CCN(S(=O)(=O)c2ccccc2)CC1	-7	-1	3	0.2	-1	-0.5	6	-9	1
CCCCn1c(SCN2C(=O)c3ccccc3C2=O)nc2cc(S(N)(=O)=O)ccc21	-11	2	·	·	15	0.3	·	2	2
Cc1ccc(Cn2ccc(NC(=O)c3cc(-c4ccc5c(c4)OCO5)on3)n2)cc1	2	3	-6	0.8	-5	0.6	-5	-6	9
CC(=O)NS(=O)(=O)c1ccc(N/C(N)=N/c2nc(C)cc(C)n2)cc1	-3	-1	-1	0.3	1	0.1	-19	14	1
Cc1ccc2oc(=O)c3cc(C(=O)NCCCN4CCCCCC4)sc3c2c1	19	2	0	-0.8	7	-0.5	1	12	1
CCOc1ccc(NC(=O)CN(C)c2ccc(S(=O)(=O)N3CCOCC3)cn2)cc1OCC	-6	0	-10	0.4	4	0.1	-3	-3	-2
Cc1csc(NC(=O)C2CCCN(S(=O)(=O)c3ccc(Br)s3)C2)n1 (stereo not drawn)	-14	4	-10	-0.7	-14	-1.0	38*	-9	2
O=C(NNC(=O)c1cccs1)c1ccc(S(=O)(=O)N2CCCCC2)cc1	19	-4	0	1.9	4	-0.4	-12	0	4
O=C(c1ccc(S(=O)(=O)Nc2ccccc2)cc1)N1CCC1	21	1	1	-0.7	-10	0.7	1	-2	3
COc1cccc(/C=N/Nc2nc(C)cc(=O)[nH]2)c1OC	4	-3	4	-2.4	5	-0.9	27	11	2
COc1ccc(NC(=S)Nc2nc(CC(=O)Nc3ccccc3OC)cs2)cc1	6	-1	·	·	-11	-0.2	·	1	4
CCOC(=O)N1CCc2c(sc3nc(SC(C)C)n(N)c(=O)c23)C1	-31	4	-2	-1.8	11	0.1	9	5	8
CCN(CC)S(=O)(=O)c1cccc(-c2nnc(SCCCC(=O)c3ccccc3)o2)c1	-6	4	5	2.6	18	1.0	-2	7	17
O=[N+]([O-])c1ccc(N2CCN(S(=O)(=O)c3ccccc3)CC2)cc1NCc1cccnc1	0	-2	6	-0.4	9	0.7	-3	2	0
O=C(NCCc1ccccc1)c1nc2c(nnn2Cc2ccccc2Cl)c(=O)[nH]1	-13	1	-6	-1.6	5	0.0	21	2	0
Cc1cc(=O)oc2cc(OCC(=O)NC3CCN(Cc4ccccc4)CC3)c(Cl)cc12	-10	0	-6	0.1	12	-0.9	-10	8	5
Cc1ccc(NNS(=O)(=O)c2ccc(C)cc2)cc1	-2	-4	10	0.5	6	0.0	10	-3	1
Cc1ccc(S(=O)(=O)c2cc3ccccc3nc2N)cc1	-8	-5	2	-2.6	3	-0.1	16	2	8
S=C(Nc1ccc(Oc2ccccc2)cc1)N(CCCN1CCOCC1)Cc1ccccn1	-14	-6	-27	2.6	3	0.2	-20	4	9
O=C(C1c2ccccc2Oc2ccccc21)N1CCN(c2ccc(Cl)cc2)CC1	-8	-2	1	0.2	3	-0.6	-10	10	-1
CCOc1ccc(NC(=S)NCc2ccco2)cc1	-11	-12	-14	-0.2	-8	-0.6	4	-10	-1
COc1cc(NC(=O)Nc2cccc(-c3noc(C)n3)c2)cc(OC)c1OC	·	-2	6	0.5	14	-0.8	·	-1	1
